# Wnt act: activates Wnt/beta-catenin signaling in a reporter cell assay | activator, plate reader | actives 1.2% (n = 300,000) | activation, % at 9.35 µM | AID 743398; in the data active = activation above about 30%, passing the limit was not always enough; inconclusive = no clear call, values can overlap the other calls;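 also: 0% = neutral control wells and 100% = positive control wells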
# MOR-DOR ag: agonists of human mu-delta opioid receptor heterodimerization; cells, OPRM1-OPRD1 heterodimerization, luminescence; actives 0.3% (n = 340,000); activation, % at 9.3 µM; AID 504326; P35372+P41143; in the data active = activation above about 18%;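 also: 0% = vehicle-treated cells and 100% = reference agonist; values of inactives mirror those of a sister screen read the other way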
# cardiac RTF act: cardiac RTF calcium sensitization. P19429+P45379. IANBD-labeled TnC RTF fluorescence at EC20 calcium; 0% EC20 calcium, 100% full calcium. activation, % at 7.2 µM. actives 0.24% (n = 340,000). AID 493008;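 active = activation above the mean over all tested compounds plus 3 SD, cut at about 30% in these data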;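 also: rise in fluorescence read as greater calcium sensitivity of cardiac thin filaments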
# OPRM1-OPRD1 inv: mu-delta opioid heterodimer inverse agonism. P35372+P41143. cell-based MOR-DOR heterodimer luminescence. inhibition, % at 9.3 µM. actives 0.21% (n = 340,000). AID 504357; in the data active = inhibition above about 22%, passing the limit was not always enough;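 also: 0% = cells with DMSO and 100% = wells without cells with DMSO; values of inactives mirror those of a sister screen read the other way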
# RTF Ca sens inh: cardiac RTF calcium desensitization; AID 493244; IANBD-labeled cardiac RTF, Ca2+ fluorescence; inhibition, % at 7.15 µM; actives 0.12% (n = 340,000);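 active = inhibition above the mean inhibition of all tested compounds plus 3 SD, cut at about 17% in these data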;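 also: assay run at fixed EC70 calcium of 1.6 mM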
# V-ATPase pHluor: regulators of yeast V-ATPase proton transport. response, % at 10 µM. S. cerevisiae, pHLuorin cytosolic pH fluorescence. actives 0.37% (n = 350,000); in the data active = response mostly above about 7.3%, no sharp cut-off; inactive = mostly below about 5.4%; also: actives read high; inactives centre near 0; some compounds called inactive have numbers as strong as hits; reference of the scale not given here
# DSG3 Ab inh: human desmoglein-3 autoantibody binding inhibition. binding (percent of control), % at 10 µM. P32926. DSG3-coupled beads, scFv-anti-DSG3-GFP binding, flow cytometry; hits give low values. actives 0.48% (n = 310,000);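 active = binding more than 3 SD below its plate's average and above zero; inconclusive = below that plate limit but binding exactly zero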;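 also: hits lower antibody fragment binding to DSG3; some compounds called inactive have numbers as strong as hits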
# LANA DNA inh: KSHV C-LANA DNA binding inhibition | MBP-C-LANA/FAM-LBS DNA binding, fluorescence polarization | inhibition, % at 9 µM | actives 0.078% (n = 340,000) | AID 504423;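 active = highest replicate inhibition at or above 60% at 9 µM, even if other replicates fall short; inactive = all replicates below 60% inhibition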;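 also: 0% = neutral control wells and 100% = 4 µM acridine orange control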
# Arr AP2 block: inhibitors of human beta-arrestin and AP2 interaction; actives 0.31% (n = 340,000); FITC-arrestin peptide / GST-AP2 beads, flow cytometry; AP2 beta2 appendage carries R879A mutation; AID 504490; inhibition, % at 10 µM;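 active = inhibition above a set limit, near 3 SD of compounds lacking own fluorescence, cut at about 54% in these data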;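 also: plate controls were DMSO wells for no effect and 5 µM unlabelled arrestin peptide for full effect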
#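 system = GST-tagged AP2 beta2-adaptin appendage (R879A) on 4 µm glutathione beads | reagent = FITC-labelled arrestin peptide probe, 50 nM final | schedule = compound with beads 12 min RT, then probe 1 h RT | signal = HyperCyt-sampled flow cytometry, FL1 channel, ex 488/em 535 nm | read-out = percent response from loss of bead-bound FITC fluorescence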
# Keap1-Nrf2 PPI: inhibitors of human Keap1-Nrf2 protein-protein interaction | Keap1 Kelch-Nrf2 peptide fluorescence polarization, 1536-well | actives 0.15% (n = 340,000) | inhibition, % at 9.4 µM | Q14145 | AID 504523; in the data active = inhibition above about 12%; inconclusive = no clear call, values can overlap the other calls; inactive = below about 7.3%;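 also: human Keap1 Kelch domain with fluorescein labeled Nrf2 9mer peptide probe; 0% = neutral control wells and 100% = peptide positive control; higher means more block of Keap1 binding to Nrf2 peptide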
# Target sequence (Q14145 whole entry, looked up, the tested form may be a part): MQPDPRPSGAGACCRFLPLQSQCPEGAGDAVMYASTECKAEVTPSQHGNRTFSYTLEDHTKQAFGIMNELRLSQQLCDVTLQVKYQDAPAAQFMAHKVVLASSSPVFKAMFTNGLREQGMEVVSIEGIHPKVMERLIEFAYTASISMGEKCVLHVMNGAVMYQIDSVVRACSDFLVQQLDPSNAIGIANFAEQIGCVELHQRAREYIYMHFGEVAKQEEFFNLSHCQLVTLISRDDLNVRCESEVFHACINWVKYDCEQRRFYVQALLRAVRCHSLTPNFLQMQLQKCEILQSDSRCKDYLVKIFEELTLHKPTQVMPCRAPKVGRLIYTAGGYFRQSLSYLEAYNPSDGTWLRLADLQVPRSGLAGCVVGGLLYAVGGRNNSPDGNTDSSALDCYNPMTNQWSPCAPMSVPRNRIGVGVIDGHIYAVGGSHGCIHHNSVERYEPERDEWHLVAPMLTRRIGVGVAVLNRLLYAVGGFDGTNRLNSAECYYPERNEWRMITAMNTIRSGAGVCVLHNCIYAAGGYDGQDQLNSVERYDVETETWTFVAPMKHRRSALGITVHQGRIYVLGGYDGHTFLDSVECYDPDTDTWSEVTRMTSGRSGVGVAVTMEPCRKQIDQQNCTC
# * hit, by the source's call; ? = inconclusive; nt = no result given.
# Start of the listing, in advance:
SMILES,Wnt act,MOR-DOR ag,cardiac RTF act,OPRM1-OPRD1 inv,RTF Ca sens inh,V-ATPase pHluor,DSG3 Ab inh,LANA DNA inh,Arr AP2 block,Keap1-Nrf2 PPI
CCOC(=O)c1c(NC(=O)COC(=O)c2ccc(NC(=O)CC#N)cc2)sc(C(=O)NC)c1C,-10,-1.0,-2,5,-7,5,102,-0.8,0,0
CC(=O)n1cc(Nc2ccc([N+](=O)[O-])cc2)c2ccccc21,8,-2.3,4,12,1,2,100,-0.4,15,-3

# The whole of this part, previewed entries included:
SMILES,Wnt act,MOR-DOR ag,cardiac RTF act,OPRM1-OPRD1 inv,RTF Ca sens inh,V-ATPase pHluor,DSG3 Ab inh,LANA DNA inh,Arr AP2 block,Keap1-Nrf2 PPI
CCOC(=O)c1c(NC(=O)COC(=O)c2ccc(NC(=O)CC#N)cc2)sc(C(=O)NC)c1C,-10,-1.0,-2,5,-7,5,102,-0.8,0,0
CC(=O)n1cc(Nc2ccc([N+](=O)[O-])cc2)c2ccccc21,8,-2.3,4,12,1,2,100,-0.4,15,-3
CCNC(=O)/C(=C\c1ccc2c(c1)OCO2)NC(=O)c1ccc(Br)cc1,nt,-3.3,1,17,-2,-2,98,1.7,-1,-4
Cc1cccn2c(CN(C)CCC3CCCCO3)c(C(=O)N3CCCCC3)nc12 (centres undefined),-2,-2.5,-4,12,0,5,83,-0.1,10,2
CC1(C)CC(CC(=O)NC(=S)Nc2ccc([N+](=O)[O-])cc2)C(=O)O1 (centres undefined),-4,-6.4,7,35*,-4,4,nt,-1.7,11,-2
COCCNC(C(=O)Nc1cc(Cl)cc(Cl)c1)c1ccccc1 (centres undefined),-9,-0.1,0,0,-24,-1,96,1.2,-3,4
Cc1cccc(-n2c(C)c(-c3ccccc3)[nH]c2=S)c1,16,-1.9,-4,10,-2,0,110,0.9,-11,1
CCOC(=O)CNC(=O)CSc1ncnc2c1cnn2Cc1ccccc1,nt,-2.8,2,15,-6,4,97,-0.5,-10,-1
O=C(O)c1ncn(Cc2ccccc2)c1C(=O)O,-2,1.0,2,-5,-1,-1,92,0.8,-1,-7
c1coc(Cn2c(SCc3nc4ccccc4[nH]3)nnc2-c2cccs2)c1,nt,-1.3,-3,7,-8,1,96,-0.1,-8,-6
O=C(CCCSc1nc2ccccc2c(=O)[nH]1)c1ccccc1,-1,0.5,-6,-2,-5,2,109,1.2,26,-2
Cn1cc([N+](=O)[O-])c(C(=O)Nc2cnn(Cc3ccc(F)cc3)c2)n1,nt,-0.7,0,4,-2,-2,105,-1.1,-18,-4
CN(C)c1ccc(-c2nnn(CC(=O)Nc3ccccc3N3CCOCC3)n2)cc1,-4,-2.5,11,14,-6,-1,103,-0.7,20,-2
Cc1ccc(S(=O)(=O)N2CCCC2C(=O)OCc2nc3sc(C)c(C)c3c(=O)[nH]2)cc1 (centres undefined),-5,2.8,0,-15,-8,-1,104,0.5,41,1
C=CCn1c(=NC(=O)c2cccs2)sc2cccc(OC)c21,1,1.1,-7,-6,-5,3,91,-1.5,40,-3
CCOc1ccc2c(c1)n(CO)c(=S)n2CO,-3,-1.5,2,8,-8,-2,102,0.9,6,1
CCOc1ccc(NC(=O)CN(c2ccc(C)cc2)S(=O)(=O)c2c(C)nn(C)c2C)cc1,0,-1.9,0,10,-6,1,102,-1.0,-1,6
Cc1cc(C)n2cc(CSc3nc4ccccc4[nH]3)nc2n1,nt,-1.4,-3,9,-14,-1,100,0.7,-7,-5
COc1cccc(C2c3c(oc4ccc(F)cc4c3=O)C(=O)N2CCCN2CCOCC2)c1 (centres undefined),1,0.2,3,-1,-7,-5,105,0.1,-1,-4
COc1ccc(N(C(=O)c2cnccn2)C(C(=O)NC2CCCCC2)c2ccc(O)cc2)cc1 (centres undefined),0,-3.3,4,17,-7,-2,106,0.0,6,-6
COc1cc(S(=O)(=O)N2CCN(C(=O)C3CC3)CC2)ccc1NC(C)=O,0,-1.0,4,4,-6,4,100,0.1,5,-3
O=C1CC(N2CCN(Cc3ccccc3)CC2)C(=O)N1 (centres undefined),9,-0.3,-7,2,12,-1,98,-2.4,-1,-2
O=C(Cc1nnc(NC(=O)Nc2ccc(F)cc2)s1)NCc1ccccc1,0,nt,nt,nt,nt,3,108,nt,3,nt
O=C(c1cc2sccc2n1Cc1ccc(F)cc1)N1CCc2ccccc21,nt,-0.5,0,3,-17,2,93,-1.1,9,-2
Cc1cc(C(=O)Nc2ccccc2C#N)n(-c2ccccc2)n1,1,-1.8,7,9,-6,2,108,0.1,-2,-2
CSc1nc2ccc(NC(=O)c3ccco3)cc2s1,nt,-1.8,4,9,8,0,109,-2.1,-1,-11
CCc1ccc(C2c3[nH]c4ccccc4c3CCN2C(=O)CN2CCN(CC)CC2)cc1 (centres undefined),0,-0.8,-1,6,1,nt,116,-2.4,-1,-2
COc1ccc(/C=C2/SC(=O)N(CC(=O)NCCC(C)C)C2=O)cc1OC,-3,1.8,-2,-9,1,0,105,1.0,11,-2
CCOC(=O)C1=C(O)C(=O)N(CCCn2ccnc2)C1c1ccc(C)cc1 (centres undefined),-13,-0.5,-2,3,7,-1,95,-0.1,31,-1
CCCNc1nc(N)nc(-c2cc(Cl)ccc2OC)n1,nt,-3.8,0,19,-4,2,96,3.9,3,-7
O=C(Nc1cccc(C(F)(F)F)c1)C1CCCO1 (centres undefined),-7,-1.5,-2,7,12,-2,111,0.2,-1,-2
Cc1c(C(=O)N2CCOCC2)c(S(=O)(=O)N2CCN(c3ccc(Cl)cc3)CC2)c(C)n1C,1,-4.3,-7,22,3,0,99,2.1,-6,-1
O=C(Nc1ccc(Cl)c(Cl)c1)c1csc(-c2ccccc2)n1,nt,-0.1,-5,1,-1,1,99,-0.4,22,0
Cc1ccc([N+](=O)[O-])cc1S(=O)(=O)N1CCCN(C)CC1,3,1.2,5,-5,-8,-3,nt,-0.9,-5,4
CCCCNC(=O)CC(=O)Nc1ccccc1C(=O)O,nt,-1.8,-5,10,-1,2,99,-0.6,-12,-2
COC(=O)c1ccc(COc2ccc(/C=N/N3CCN(C)CC3)cc2)cc1,-2,-1.4,1,8,-14,1,104,-0.1,2,-5
Clc1cccc(/C=N/Nc2nnc(Cl)c3ccccc23)c1,nt,0.6,7,-3,3,-1,98,-2.6,-8,-8
O=C(O)C(F)=C(c1ccccc1)c1ccccc1,-2,-1.9,-1,9,8,-3,117,0.5,21,-4
Cc1cc(C(=O)COC(=O)c2ccccc2NCCO)c(C)n1CC1CCCO1 (centres undefined),-1,-0.7,-2,3,-1,-3,103,0.2,6,-4
C[C@]12CC[C@H](O)CC1=CCC1C2CC[C@@]2(C)C1CC[C@@H]2NC(=O)[C@@H](N)Cc1cnc[nH]1 (some centres undefined),-3,-3.0,6,16,0,-2,122,-7.2,0,-3
COc1ccc(COC(=O)C2=C(C)NC(=O)NC2c2cc(Br)c(O)c(OC)c2)cc1 (centres undefined),0,-2.9,-4,15,8,-5,125,4.6,8,-1
Cc1ccc(CCNC(=O)C2CCN(S(=O)(=O)c3cccc4nonc34)CC2)cc1,-3,0.8,4,-4,-8,2,99,-0.9,2,-1
CCOC(=O)c1c(-c2ccc(C)o2)csc1NC(=O)COC(=O)c1ccc(NC(N)=O)cc1,nt,1.4,-6,-8,3,-2,102,-0.3,24,-17
CC(C)C(=O)O/N=C(\N)c1ccccn1,2,-1.9,-3,10,-4,-3,94,-0.6,-3,-1
C[C@]12CC[C@H](O)CC1=CCC1C2CC[C@@]2(C)C1CCC21OCCO1 (some centres undefined),-3,5.5,-2,-28,-7,-2,122,0.3,-2,1
CCOC(=O)N1CCN(CC(=O)Nc2c(C(=O)OC)[nH]c3cc(C)ccc23)CC1,-4,-1.0,2,5,-6,1,103,-0.2,0,-3
COc1ccc2cc(CCNC(=O)c3ccc4c(c3)OCO4)c(=O)[nH]c2c1,-1,-2.8,3,14,-2,5,100,-1.1,5,-3
Cc1ccc(S(=O)(=O)CCC(=O)OCc2nnc(-c3ccccc3)o2)cc1,-5,-1.6,0,9,-2,-3,95,-2.5,-10,0
CCOc1ccc(S(=O)(=O)NCCCl)cc1,0,0.5,0,-2,-9,2,nt,-2.3,51,4
COCCCNC(=O)C[C@H]1C[C@H](C(=O)N2CCOCC2)[C@@]2(CCC3CCCC3)c3[nH]c4ccc(Cl)cc4c3CCN2C1=O,-1,-4.2,-5,21,0,-4,102,-0.6,2,-4
O=C(CCc1ccccc1)NNC(=O)Nc1ccc(F)c(Cl)c1,1,-0.2,0,1,-4,1,109,1.9,5,-5
CC1CCC2(CC1)SCC(=O)N2c1ccccc1 (centres undefined),nt,0.7,8,-4,-1,1,96,0.0,7,0
CCc1c(O)nc2ccccn2c1=O,nt,-1.2,2,6,-10,2,104,0.4,-5,-3
COc1ccc(CC(=O)N2CCN=C2SCc2ccc([N+](=O)[O-])cc2)cc1,-2,0.5,-2,-2,5,2,101,0.3,31,-2
NC(=S)NN=C(c1ccc(Br)cc1)C1CC1,2,2.3,0,-12,-3,2,119,0.7,13,-2
COc1ccc(C(=O)NCC(=O)OCC(=O)N2CCC(C)CC2)cc1OC,-1,-1.0,8,5,-2,2,112,-0.8,11,-3
Cc1cc(=O)n2[nH]c(C)cc2n1,-7,0.4,0,-2,0,4,100,-4.0,1,?
CCOC(=O)C1CCN(Cc2ccc(-c3ccccc3)cc2)CC1,0,-1.5,-4,7,-5,-1,120,-5.4,-17,-4
CC(=O)Nc1ccccc1-c1nc2ccc(C(=O)N3CCN(c4ccccc4)CC3)cc2[nH]c1=O,1,1.1,8,-6,-2,0,102,5.5,7,2
O=C(CSc1nnc(Cc2ccccc2)n1-c1cccc(Cl)c1)N1CCOCC1,-1,-1.9,-3,12,4,-1,nt,-0.3,-5,2

# New compounds follow:
SMILES,Wnt act,MOR-DOR ag,cardiac RTF act,OPRM1-OPRD1 inv,RTF Ca sens inh,V-ATPase pHluor,DSG3 Ab inh,LANA DNA inh,Arr AP2 block,Keap1-Nrf2 PPI
CCOC(=O)C1=NN(c2ccc(OC)cc2)C(c2ccccc2)CC1=O (centres undefined),-4,-2.4,2,13,-19,1,99,1.7,-4,0
CCc1nn(CC(=O)N2CCN(c3ccc(OC)cc3)CC2)c(=O)c2cc3occc3n12,-1,-1.9,0,10,-8,2,100,-1.3,26,-7
COc1ccc(C(=O)O)cc1S(=O)(=O)N1CCSCC1,-1,-1.2,1,6,-2,-1,108,-0.5,-11,-3
COc1ccccc1/C=C/[C@@H]1C[C@H]2CN(Cc3cccc(Cl)c3)C(=O)[C@]23CCCN13,nt,-2.3,10,11,4,2,127,0.7,2,-8
COc1ccc(C2=NO[C@@H]3C(=O)N(c4cccc(C)c4C)C(=O)[C@H]23)cc1OC,-6,-0.4,9,2,-11,0,97,1.5,-8,5
O=C(CCC(=O)N1CCCC1)Nc1ccc([N+](=O)[O-])cc1,-1,0.2,-1,-1,0,0,93,2.0,35,-3
Cn1c(=O)cc(SCC(=O)N2CCN(C(=O)c3ccco3)CC2)c2ccccc21,-1,0.1,-6,-1,1,5,105,2.3,3,-1
COc1ccc(NC(=O)/C=C/c2ccc(C)o2)cc1S(=O)(=O)N1CCOCC1,0,-1.9,1,9,-1,1,107,5.7,7,-7

# High-throughput results as filed in PubChem.
